Bioassay records deposited in PubChem BioAssay by NMMLSC.
Rab2A wt mod: modulators of GTP binding to Rab2A wildtype, primary screen, biochemical, dog, bead-based flow cytometry, multiplex; Ras-related protein Rab-2A (Canis lupus familiaris), P61105; GST-Rab2 wt beads, Bodipy-GTP binding; GTP binding activity, % at 10 µM; 190,000 compounds, 0.19% hits;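 active = GTP binding activity at least 20 points away from 100%, either lowered or raised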;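 also: 0% = beads with excess unlabeled GTP and 100% = no-compound control corrected for plate trend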
Bcl-W Bim block: inhibitors of Bim binding to Bcl-W, primary screen, biochemical, multiplexed, bead-based flow cytometry; 190,000 compounds, 0.02% hits; inhibition, % at 10 µM; Bim peptide-Bcl-W binding; Bcl-2-like protein 2 (Homo sapiens), Q92843;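 also: 0% = bound tracer without compound and 100% = peptide blocker; higher means less fluorescent Bim peptide bound to Bcl-W beads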
Target sequence (Q92843 whole entry, looked up): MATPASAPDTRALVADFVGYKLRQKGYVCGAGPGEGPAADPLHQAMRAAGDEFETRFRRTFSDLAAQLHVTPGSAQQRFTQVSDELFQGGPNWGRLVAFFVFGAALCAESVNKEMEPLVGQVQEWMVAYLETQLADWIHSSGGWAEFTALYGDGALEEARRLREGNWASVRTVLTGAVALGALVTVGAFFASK
Rab7 wt modul: modulators of GTP binding to Rab7, primary screen, biochemical, wildtype, multiplex bead flow cytometry | Rab7 GTPase wild type (dog), Bodipy-FL-GTP binding | GST-Rab7 beads, fluorescent GTP binding; actives lie on both sides; untreated = 100%, excess cold GTP = 0% | GTP binding activity (percent of control), % at 10 µM | 190,000 compounds, 0.055% hits;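 active = fluorescent GTP binding to Rab7 beads changed by at least 20 points from the 100% baseline, either direction, mostly lower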;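 also: median green fluorescence of bound Bodipy-FL-GTP per Rab7 bead population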
HRas wt GTP bind: modulators of GTP binding to HRas wildtype, primary screen, biochemical, bead-based flow cytometry, multiplex; GTPase HRas (Homo sapiens), P01112; GST-Ras wt beads, Bodipy-FL-GTP binding; actives lie on both sides; GTP binding activity, % at 10 µM; 190,000 compounds, 0.14% hits; AID 759, 2007;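 active = GTP binding activity at least 20% away from the 100% baseline, either lowered as inhibitor or raised as activator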;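 also: 0% = unlabeled GTP competition control and 100% = no-compound control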
Target sequence (P01112 whole entry, looked up): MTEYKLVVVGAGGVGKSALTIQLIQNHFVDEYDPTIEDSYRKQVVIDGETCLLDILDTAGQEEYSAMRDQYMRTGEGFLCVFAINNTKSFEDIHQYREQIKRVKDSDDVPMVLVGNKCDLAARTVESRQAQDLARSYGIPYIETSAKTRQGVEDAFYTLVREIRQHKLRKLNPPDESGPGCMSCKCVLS
Rac1 act GTP bind: GTP binding modulators of activated mutant Rac1, primary screen, biochemical, bead-based flow cytometry, multiplex, fluorescent GTP | Ras-related C3 botulinum toxin substrate 1 (Homo sapiens), P63000 | GST-Rac1 activated beads; actives lie on both sides; 100% means binding = to untreated wells | percent activity (GTP binding), % at 10 µM | 190,000 compounds, 0.11% hits | AID 764, 2007;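 active = GTP binding at least 20 percentage points away from the 100% baseline, in either direction, so actives lie on both sides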
Rac1 wt GTP bind: wildtype Rac1 GTP binding modulators, primary screen, biochemical, GST-Rac1 beads, flow cytometry, multiplex; Ras-related C3 botulinum toxin substrate 1 (Homo sapiens), P63000; AID 757, 2007; GTP binding activity (% of control), % at 10 µM; 190,000 compounds, 0.27% hits; fluorescent GTP binding; actives lie on both sides; 0 = cold GTP competed, 100 = untreated;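 active = GTP binding activity at least 20 points away from the 100% control level, either lower or higher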
Bfl-1 Bim block: inhibitors of Bim binding to Bfl-1, primary screen, biochemical, multiplexed, bead-based flow cytometry; Bim-Bfl-1 binding inhibition; inhibition, % at 10 µM; Bcl-2-related protein A1 (Homo sapiens), Q16548; 190,000 compounds, 0.12% hits;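 also: 0% = wells without compound plus tracer and 100% = blocker peptide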
Bcl-XL Bim block: inhibitors of Bim-Bcl-XL binding, primary screen, biochemical, multiplexed, bead flow cytometry, human Bcl-XL; Bcl-2-like protein 1 (Homo sapiens), Q07817; Bim peptide-Bcl-XL binding, fluorescence; inhibition, % at 10 µM; 190,000 compounds, 0.04% hits
Target sequence (Q07817 whole entry, looked up): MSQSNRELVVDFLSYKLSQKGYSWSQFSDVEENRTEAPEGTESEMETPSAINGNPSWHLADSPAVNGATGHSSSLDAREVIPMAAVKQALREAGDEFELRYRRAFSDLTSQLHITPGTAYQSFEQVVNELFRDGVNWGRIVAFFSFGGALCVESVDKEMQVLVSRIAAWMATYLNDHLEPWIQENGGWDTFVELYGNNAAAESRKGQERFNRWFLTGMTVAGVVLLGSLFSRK
Bim-Bcl-2: inhibitors of Bim-Bcl-2 binding, primary screen, biochemical, multiplexed, human Bcl-2 family; inhibition, % at 10 µM; 190,000 compounds, 0.06% hits; AID 950, 2007; Bead-based flow cytometry, Bim peptide-Bcl-2 binding; in the data active = inhibition above about 40%;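 also: 0% = no compound wells with probe peptide and 100% = reference peptide inhibitor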
Cdc42 wt: modulators of GTP binding to wildtype Cdc42, primary screen, biochemical, multiplex bead flow cytometry, Bodipy-GTP; Cell division control protein 42 homolog (Homo sapiens), P60953; GST-Cdc42 beads; actives lie on both sides; percent activity (GTP binding), % at 10 µM; 190,000 compounds, 0.2% hits;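 active = percent activity GTP binding at least 20 points away from the 100% baseline, either down as inhibitor or up as activator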;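 also: median bead fluorescence of bound Bodipy-FL-GTP at 100 nM; 0% = excess unlabeled GTP control and 100% = no compound control; below 100% means less GTP binding so inhibitor and above means activator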
Bcl-B Bim block: inhibitors of Bim-Bcl-B binding, primary screen, biochemical, multiplexed, human Bcl-2 family; bead-based flow cytometry, Bim peptide-Bcl-B binding; 190,000 compounds, 0.073% hits; inhibition, % at 10 µM; AID 951, 2007;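 also: 0% = tracer peptide without compound and 100% = reference inhibitor peptide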
Target sequence (Q9HD36 whole entry, looked up): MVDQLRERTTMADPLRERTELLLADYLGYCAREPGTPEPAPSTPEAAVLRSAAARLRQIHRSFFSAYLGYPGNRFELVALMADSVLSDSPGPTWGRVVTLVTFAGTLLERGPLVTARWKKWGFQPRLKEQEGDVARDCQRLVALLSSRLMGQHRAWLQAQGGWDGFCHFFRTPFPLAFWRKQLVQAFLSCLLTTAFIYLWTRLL
Starred values were filed as active, the others as inactive. Rule as the data show it, unless noted: active = inhibition above about 40%.

SMILES	Rab2A wt mod	Bcl-W Bim block	Rab7 wt modul	HRas wt GTP bind	Rac1 act GTP bind	Rac1 wt GTP bind	Bfl-1 Bim block	Bcl-XL Bim block	Bim-Bcl-2	Cdc42 wt	Bcl-B Bim block
Cc1cc2c(c(=O)n1C)C(Cc1ccccc1)C(C#N)=C(N)O2 (stereo not given)	99	0	98	100	98	100	0	0	0	104	1
COCCC(=O)N1CCc2c([nH]c3ccccc23)C1C(C)(C)C (stereo not given)	94	-1	93	95	95	98	6	-1	1	95	0
CC(C)c1nc(SCc2c(F)cccc2Cl)c2c(=O)n(C)c(=O)n(C)c2n1	99	0	100	98	97	99	2	0	-3	97	8
COc1ccc(CNC(=O)C(c2ccc(C)o2)N(C(=O)c2csnn2)c2ccc(C(C)C)cc2)cc1 (stereo not given)	96	0	95	98	98	101	-7	-1	-5	99	-1
O=C(CSc1nc(O)cc(=O)n1-c1ccccc1)N1CCCCC1	98	-2	96	98	101	103	-18	-6	-8	100	-9
COc1ccccc1C(=O)Nc1cccc(N(C)S(C)(=O)=O)c1	102	-1	100	101	100	105	-14	-8	-11	103	-6
O=c1[nH]c(=O)n(-c2ccccc2)c2c1C(C(F)(F)F)(C(F)(F)F)N=C(CCC1CCCCC1)N2	94	-2	94	100	99	101	-4	-8	-5	94	-7
Cc1occc1C(=O)Nc1cccc(Cn2cccn2)c1	100	-2	103	100	100	104	-16	-8	-10	104	-7
Cc1ccccc1N(CC(=O)Nc1ccccc1C(=O)O)S(C)(=O)=O	99	3	100	98	100	102	16	9	12	101	11
COc1ccccc1NC(=S)N(Cc1ccc(C)cc1)Cc1cccnc1	97	3	96	99	98	100	-1	3	2	100	0
Cc1ccc(-c2nnc(N3CCCCC3)c3ccccc23)cc1S(=O)(=O)NCC1CCCO1 (stereo not given)	96	3	97	98	98	101	-10	-1	-3	98	-5
COC(=O)C(C)N(C(=O)c1cccc2ccccc12)c1c(C)cccc1C (stereo not given)	98	1	97	100	97	100	-12	-1	-8	98	-7
Cc1cc(NS(=O)(=O)c2ccc(NC(=O)c3cnc4sccn4c3=O)cc2)nc(C)n1	92	-1	101	91	92	92	-2	-1	0	90	0
CC/C(=N/NC(=O)CNc1ccc(Cl)cc1C)c1ccccc1	102	-1	109	102	99	105	-5	-5	-1	98	-7
CCCC(O)(CCC)C(=O)NN1CCCCC1	99	4	98	97	100	100	-6	-2	-10	100	-6

Next part, starting with the last 4 of the part before.
SMILES	Rab2A wt mod	Bcl-W Bim block	Rab7 wt modul	HRas wt GTP bind	Rac1 act GTP bind	Rac1 wt GTP bind	Bfl-1 Bim block	Bcl-XL Bim block	Bim-Bcl-2	Cdc42 wt	Bcl-B Bim block
COC(=O)C(C)N(C(=O)c1cccc2ccccc12)c1c(C)cccc1C (stereo not given)	98	1	97	100	97	100	-12	-1	-8	98	-7
Cc1cc(NS(=O)(=O)c2ccc(NC(=O)c3cnc4sccn4c3=O)cc2)nc(C)n1	92	-1	101	91	92	92	-2	-1	0	90	0
CC/C(=N/NC(=O)CNc1ccc(Cl)cc1C)c1ccccc1	102	-1	109	102	99	105	-5	-5	-1	98	-7
CCCC(O)(CCC)C(=O)NN1CCCCC1	99	4	98	97	100	100	-6	-2	-10	100	-6
CC(C)CC(COCc1ccc(Cl)cc1)N1CCN(C(=O)c2ccc(C(F)(F)F)cc2)CCC1=O (stereo not given)	99	-3	99	98	97	99	-2	-3	-2	99	-4
CCOc1ccccc1/C=N/OCC(=O)NCc1ccc(F)cc1	93	-2	92	90	92	95	-7	-3	-4	95	-4
CC1=C(C(=O)Nc2ccc(F)c(F)c2)C(c2cccs2)NC(=S)N1 (stereo not given)	100	-1	98	102	98	100	0	-4	-2	98	-8
COC(=O)c1ccc(C)c(NS(=O)(=O)c2ccc3c(c2)OCCO3)c1	103	3	102	104	100	106	-11	-6	-7	106	-9
CC(=O)c1c(-c2ccccc2)c2cc(Cl)ccc2[nH]c1=O	95	-1	94	96	93	97	-2	0	0	97	-1
Cc1cc(N2CCN(C)CC2)nc2ccc(NC(=S)N3CCN(c4ccccn4)CC3)cc12	96	-3	97	95	94	98	9	1	0	96	-5
C/C(=N\NC(=O)CNC(=O)C(c1ccccc1)c1ccccc1)c1ccc(C(C)(C)C)cc1	100	-3	99	100	102	105	-8	-8	-23	104	-10
Cc1cc(C)c(NC(=O)COC(=O)c2cccc3c2C(=O)c2ccccc2C3=O)c(C)c1	89	0	92	90	95	88	-10	0	-9	92	-3
CCCc1nc2ccccc2c(C(=O)OCC(=O)N2CCc3ccccc32)c1CC	95	-4	95	97	97	97	-4	-5	-2	97	-9
CC(=O)N1N=C(c2cccc([N+](=O)[O-])c2)OC1c1cccc(Br)c1 (stereo not given)	96	-3	96	93	94	94	-9	-5	-2	93	0
COc1cnc(-c2ccccc2)nc1Sc1ccccc1	97	0	94	97	94	93	-5	-3	-3	100	-8
NNC(=O)c1cc(Cl)ccc1Cl	99	-2	99	99	99	107	-4	-4	-3	102	-9
COc1ccc(CNC(=O)C/C(C)=N/NC(=O)c2cnccn2)cc1	98	-5	97	98	97	103	-8	-7	-1	97	-8
O=C(CSc1cccc[n+]1[O-])c1ccccc1Br	101	1	105	94	94	97	-2	1	0	99	0
CSc1nc(Oc2ccc3ccccc3c2)c2sccc2n1	94	-1	95	95	91	91	-15	-7	-12	95	-14
O=C(NCc1ccc(N2CCCC2=O)cc1)c1cnccn1	97	6	96	98	97	98	9	10	10	97	6
c1ccc(Cn2c(NCc3ccccn3)nc3ccccc32)cc1	100	0	97	98	95	98	-7	-5	-4	98	-5
Cc1cccc(N2CCN(C(=O)c3cc4c(=O)n(C)c5ccccc5c4n3C)CC2)c1C	97	0	95	97	100	101	-2	-2	3	98	4
Cc1cc(=O)oc2c(CN3CCCCC3)c(O)c(Cl)cc12	96	-4	98	96	95	96	-1	-1	0	94	0
O=C(COC(=O)CCC(=O)c1ccc(Cl)cc1)NCCc1ccccc1	95	4	98	95	94	95	-1	2	1	95	4
O=C(Nc1cccc(C(F)(F)F)c1)c1ccc(N2CCNCC2)c([N+](=O)[O-])c1	99	0	102	97	97	98	-4	0	1	97	-3
CC(C)[C@H]1CN=C2N(CCNC(=O)CCC3CCCCC3)[C@H](Cc3ccc(O)cc3)CN21	99	-2	100	97	97	96	0	-1	-1	96	-1
COc1ccc(NC(=O)C2CCN(S(=O)(=O)c3ccc(Br)s3)CC2)cc1OC	97	1	96	98	99	104	1	1	0	98	-2
COc1ccc(C(=O)CSc2nnc(COc3ccc(C#N)cc3)n2-c2ccccc2)cc1	97	0	97	100	99	100	-3	0	-2	99	1
CCOC(=O)c1c(C)[nH]c(C)c1C(=O)CSc1nc2ccccc2n1CCC#N	98	-2	103	101	100	104	-13	-5	-7	102	-9
O=C(COC(=O)c1ccc2c(c1Cl)C(=O)c1ccccc1C2=O)NC1CC1	91	-1	101	95	93	88	-2	-1	-3	91	-2
COCCCNC(=O)c1ccccc1NS(C)(=O)=O	95	2	96	94	94	96	-4	0	-2	94	-3
Cc1ccccc1OCC(=O)Nc1ccc2oc(=O)ccc2c1	100	-1	104	99	96	99	-1	-3	-6	96	-5
CC[n+]1c(S(=O)(=O)[O-])ccc2ccc(C)cc21	100	0	103	101	100	106	0	0	0	102	0
COC(=O)[C@@]1(Cc2ccc(OC)cc2)[C@@H]2C(=CC(=O)[C@H]2CC(=O)C(=O)N(C)C)CN1C(=O)c1ccccc1	102	-1	103	101	98	103	-2	0	-3	103	-3
COCCNC(=O)C1CCCN(c2nn3c(=O)cc(C)nc3s2)C1 (stereo not given)	101	-2	101	100	98	101	0	-2	1	100	-1

Compound profiles (already shown):
Cc1ccccc1OCC(=O)Nc1ccc2oc(=O)ccc2c1 across the screens: Rab2A wt mod = 100; Bcl-W Bim block = -1; Rab7 wt modul = 104; HRas wt GTP bind = 99; Rac1 act GTP bind = 96; Rac1 wt GTP bind = 99; Bfl-1 Bim block = -1; Bcl-XL Bim block = -3; Bim-Bcl-2 = -6; Cdc42 wt = 96; Bcl-B Bim block = -5
COCCCNC(=O)c1ccccc1NS(C)(=O)=O across the screens: Rab2A wt mod = 95; Bcl-W Bim block = 2; Rab7 wt modul = 96; HRas wt GTP bind = 94; Rac1 act GTP bind = 94; Rac1 wt GTP bind = 96; Bfl-1 Bim block = -4; Bcl-XL Bim block = 0; Bim-Bcl-2 = -2; Cdc42 wt = 94; Bcl-B Bim block = -3
CC[n+]1c(S(=O)(=O)[O-])ccc2ccc(C)cc21 across the screens: Rab2A wt mod = 100; Bcl-W Bim block = 0; Rab7 wt modul = 103; HRas wt GTP bind = 101; Rac1 act GTP bind = 100; Rac1 wt GTP bind = 106; Bfl-1 Bim block = 0; Bcl-XL Bim block = 0; Bim-Bcl-2 = 0; Cdc42 wt = 102; Bcl-B Bim block = 0

Rows were taken by chance. Share with any hit: about 0.62%.
